# S1P4 antagonist = S1P4 receptor antagonists, primary screen, cell-based; inhibition, % at 4.98 µM; hit rate 0.26% among 220,000; S1P4-expressing cells, antagonist mode, reporter read-out; in the data active = inhibition above about 29%;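 note: 0% = wells stimulated with agonist and 100% = vehicle wells without agonist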
# p97 ATPase inh = inhibitors of human p97 ATPase, primary screen, biochemical | Transitional endoplasmic reticulum ATPase (Homo sapiens), P55072 | recombinant p97 ATPase, Kinase-Glo ATP luminescence, 3 h | inhibition, % at 8 µM | hit rate 0.42% among 220,000 | AID 1481, 2009; in the data active = inhibition above about 15%;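 note: 0% = DMSO vehicle and 100% = wells lacking enzyme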
# NPY1 pot ag = NPY-Y1 receptor potentiators or agonists, primary screen, cell-based; Neuropeptide Y receptor type 1 (Homo sapiens), P25929; NPY-Y1 expressing cells, potentiator/agonist activation; activation, % at 3.6 µM; hit rate 0.37% among 220,000; in the data active = activation above about 33%, passing the limit was not always enough;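 note: cells stimulated with NPY at EC10 then isoproterenol at EC100; 0% = low agonist plus stimulus and 100% = saturating agonist plus stimulus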
# NPY-Y1 antag = NPY-Y1 receptor antagonists, primary screen, cell-based; AID 1040, 2008; HEK293-CNG Y1 cells, membrane potential fluorescence; NPY at EC95, then isoproterenol; Neuropeptide Y receptor type 1 (Homo sapiens), P25929; inhibition, % at 3.6 µM; hit rate 1% among 200,000;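 active = inhibition above the campaign mean inhibition of all tested compounds plus 3 SD, cut at about 20% in these data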;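 note: 0% = DMSO wells given NPY plus isoproterenol and 100% = isoproterenol alone without NPY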
#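 Test system – HEK293 Y1/CNG channel cell line · Also added – NPY agonist 25 nM, then isoproterenol 1 µM plus Ro 20-1724 25 µM · Compound dosing – one concentration, 3.6 µM, in 0.4% DMSO · Schedule – compound incubation 1 h at room temperature, readout 45 min post-stimulation · Technique – fluorescence, membrane potential probe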
# NPY-Y2 PAM-ag = NPY-Y2 potentiators or agonists, primary screen, cell-based; cells expressing NPY-Y2, potentiator/agonist read-out; activation, % at 3.6 µM; hit rate 0.45% among 220,000; in the data active = activation above about 27%;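 note: cells stimulated with NPY near EC25 plus isoproterenol at EC100; 0% = vehicle plus submaximal agonist and 100% = vehicle plus saturating agonist; some results beyond the cut were filed as inactive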
# EP2 modulator = EP2 receptor modulators, cAMP readout, primary screen, cell-based, HTRF cAMP, PGE2 stimulation | Prostaglandin E2 receptor EP2 subtype (Homo sapiens), P43116 | EP2-expressing cells, cAMP HTRF FRET, PGE2 co-stimulation | induction, % at 25 µM | hit rate 0.83% among 260,000;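 active = compounds whose cAMP rise, as percent of the full-agonist control response, exceeds 60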;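 note: rat C6 glioma line stably carrying human EP2 under a CMV promoter; the protocol text gives 20 µM as final concentration; 100% = response of wells given 1 µM PGE2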
# PGE2 EP2 inh = human EP2 receptor antagonists, primary screen, TR-FRET cAMP, C6 glioma cells | C6 glioma cells expressing human EP2; cells stimulated with saturating PGE2 | Prostaglandin E2 receptor EP2 subtype (Homo sapiens), P43116 | inhibition, % at 25 µM | hit rate 0.52% among 260,000;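 active = percent inhibition above 40 after rounding to a whole number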;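 note: rat C6 glioma host cells with rolipram phosphodiesterase inhibitor present; the protocol text gives 20 µM as final concentration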
# S1P4 agonist = S1P4 receptor agonists, primary screen, cell-based; Sphingosine 1-phosphate receptor 4 (Homo sapiens), O95977; S1P4-expressing cell line, agonist reporter assay; activation, % at 4.98 µM; hit rate 0.35% among 220,000; in the data active = activation above about 11%;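 note: 0% = DMSO vehicle and 100% = reference agonist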
# eIF4E-4G inh = eIF4E–eIF4G protein interaction inhibitors, primary screen, biochemical, uHTS, TR-FRET, eIF4GI fragment; TR-FRET eIF4E-eIF4GI(517-606) binding, 2 h; hit rate 0.37% among 220,000; Eukaryotic translation initiation factor 4E (Mus musculus) + Eukaryotic translation …; inhibition, % at 21.7 µM;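 active = inhibition above about 30%, limit read from the data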;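 note: 0% = full FRET control wells and 100% = background wells lacking eIF4GI fragment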
# Target sequence (P63073 whole entry, looked up, the tested form may be a part): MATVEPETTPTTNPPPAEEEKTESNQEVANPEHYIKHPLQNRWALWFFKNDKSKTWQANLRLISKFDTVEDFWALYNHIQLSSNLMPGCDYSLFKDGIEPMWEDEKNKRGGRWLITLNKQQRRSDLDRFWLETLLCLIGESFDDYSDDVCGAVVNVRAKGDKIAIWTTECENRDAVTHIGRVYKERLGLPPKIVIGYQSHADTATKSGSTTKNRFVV
# Target sequence (Q04637 whole entry, looked up, the tested form may be a part): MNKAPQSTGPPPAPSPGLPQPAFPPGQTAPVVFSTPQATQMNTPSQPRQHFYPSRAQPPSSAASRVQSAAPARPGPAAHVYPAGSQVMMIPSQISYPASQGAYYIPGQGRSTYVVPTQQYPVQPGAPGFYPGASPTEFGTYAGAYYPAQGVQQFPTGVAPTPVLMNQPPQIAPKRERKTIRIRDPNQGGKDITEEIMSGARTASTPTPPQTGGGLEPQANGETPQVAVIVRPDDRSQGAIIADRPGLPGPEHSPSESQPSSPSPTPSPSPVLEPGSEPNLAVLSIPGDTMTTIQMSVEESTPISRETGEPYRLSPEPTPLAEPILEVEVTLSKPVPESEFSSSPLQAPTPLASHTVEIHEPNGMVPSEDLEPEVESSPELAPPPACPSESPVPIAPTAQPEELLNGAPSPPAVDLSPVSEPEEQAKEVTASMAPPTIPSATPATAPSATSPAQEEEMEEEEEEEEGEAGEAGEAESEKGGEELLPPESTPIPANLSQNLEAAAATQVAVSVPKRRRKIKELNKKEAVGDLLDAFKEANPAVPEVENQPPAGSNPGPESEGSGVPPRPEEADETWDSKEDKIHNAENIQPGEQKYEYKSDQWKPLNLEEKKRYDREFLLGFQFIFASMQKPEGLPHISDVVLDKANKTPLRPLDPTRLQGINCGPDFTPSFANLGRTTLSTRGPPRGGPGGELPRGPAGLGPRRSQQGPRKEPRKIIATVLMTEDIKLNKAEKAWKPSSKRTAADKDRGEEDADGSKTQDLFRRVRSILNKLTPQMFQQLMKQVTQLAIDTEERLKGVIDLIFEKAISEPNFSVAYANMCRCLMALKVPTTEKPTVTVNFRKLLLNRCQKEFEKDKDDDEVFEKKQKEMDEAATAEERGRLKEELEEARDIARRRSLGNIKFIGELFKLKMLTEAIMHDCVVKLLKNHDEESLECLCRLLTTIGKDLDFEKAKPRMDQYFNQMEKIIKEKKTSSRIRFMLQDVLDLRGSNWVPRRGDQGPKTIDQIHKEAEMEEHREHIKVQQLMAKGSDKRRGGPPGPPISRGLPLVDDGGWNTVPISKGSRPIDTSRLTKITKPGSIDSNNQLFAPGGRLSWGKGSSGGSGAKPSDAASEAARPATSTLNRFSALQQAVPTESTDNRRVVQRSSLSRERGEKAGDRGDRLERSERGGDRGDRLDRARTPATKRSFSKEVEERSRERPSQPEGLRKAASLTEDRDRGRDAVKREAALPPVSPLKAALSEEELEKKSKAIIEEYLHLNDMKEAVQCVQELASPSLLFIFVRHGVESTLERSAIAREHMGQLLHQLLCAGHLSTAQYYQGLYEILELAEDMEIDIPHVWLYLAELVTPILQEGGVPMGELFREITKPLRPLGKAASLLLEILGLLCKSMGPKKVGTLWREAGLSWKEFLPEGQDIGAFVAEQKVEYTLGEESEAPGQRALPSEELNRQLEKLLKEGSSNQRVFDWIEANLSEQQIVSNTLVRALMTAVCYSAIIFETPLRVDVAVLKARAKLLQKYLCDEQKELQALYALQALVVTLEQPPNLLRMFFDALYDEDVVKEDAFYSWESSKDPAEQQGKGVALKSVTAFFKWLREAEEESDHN
# * hit, by the source's call; x = not tested or not shown; & = joins results of further samples; ! = a repeat was not active; [ ] = remark or other dose. Only part of the results is shown, so the mix of outcomes need not match the whole.
No.	Molecule	S1P4 antagonist	p97 ATPase inh	NPY1 pot ag	NPY-Y1 antag	NPY-Y2 PAM-ag	EP2 modulator	PGE2 EP2 inh	S1P4 agonist	eIF4E-4G inh
1	CCCCN(C(=S)NC(=O)c1ccccc1)c1c(N)n(Cc2ccccc2)c(=O)[nH]c1=O	1.3	6.0	8.2	-1.0	-2.8	-5.5	8.0	-1.9	-3.9
2	CCOC(=O)c1sc(-c2ccc(Cl)cc2)nc1O	-4.3	2.7	-6.6	x	6.9	-2.3	12.5	0.6	-5.1
3	COc1nccc(C(F)(F)F)c1C(=O)Nc1ccc(Cl)cc1	-18.6	3.5	-18.3	x	13.2	-28.4	17.2	9.7	-3.9
4	O=C(Cn1nc2sc3ccccc3n2c(=O)c1=O)c1ccc(Cl)cc1	-10.6	2.4	0.8	x	-1.5	-1.0	4.0	-1.5	3.7
5	COc1cc(C(=O)OCC(=O)c2c(N)n(C)c(=O)n(C)c2=O)ccc1OCCC(C)C	4.2	-0.2	11.4	3.7	4.2	17.2	4.6	-0.3	-4.1
6	Cc1ccc(Cn2cnc3c(cnn3-c3ccc(F)cc3)c2=O)cc1	-24.2	2.9	-2.2	3.7	1.4	4.0	1.7	-0.6	3.7
7	CCCCCCCC[n+]1c(C)n(-c2ccccc2)c2ccc(NC(C)=O)cc21	-8.4	-1.0	-1.6	5.8	-8.4	-19.6	4.3	0.9	3.1
8	CCOc1nc(NC(C)C)nc(NC(C)C)n1	-9.3	1.4	13.9	-1.9	-3.0	-6.0	5.9	-1.3	6.1
9	Cc1ccc(CN2CCN(C(=O)c3ccco3)CC2)cc1	-23.2	2.2	-10.7	-3.9	11.0	-0.7	12.2	-1.2	2.6[fluorescence artefact?]
10	CN1CCN(C(=S)NC(=O)c2ccc(S(=O)(=O)N3CCOCC3)cc2)CC1	-9.3	0.3	11.7	-0.8	-1.2	11.8	4.3	-1.9	-2.2
11	COc1cc(-c2cc(C(=O)OCC(=O)Nc3ccc4c(c3)OCO4)c3ccccc3n2)cc(OC)c1OC	-4.2	1.9	-10.6	1.1	9.0	-4.9	6.2	2.0	3.1
12	O=C(NCCc1ccccn1)C1CCCN(S(=O)(=O)Cc2ccccc2)C1 (stereo unspecified)	-7.1	-5.4	-18.9	4.2	0.3	29.6	11.1	1.3	3.2
13	O=C(Nc1ccc(Cl)cn1)c1cnn2cccnc12	-12.7	-3.0	22.4	-3.3	9.9	-16.5	10.4	1.6	0.3
14	CC1(C)CC(=O)C(C=NCCN2CCN(C(=S)Nc3ccccc3)CC2)=C(O)C1	1.6	-0.4	-6.0	-0.6	4.5	14.9	12.7	-2.3	-6.1
15	O=C(Nc1nccs1)c1cc2cc(Cl)ccc2oc1=O	-8.8	5.1	4.1	x	-7.6	6.3	4.9	0.4	-5.2
16	CCN(CC)S(=O)(=O)c1ccc(/C=C/C(=O)Nc2ccc(F)c(F)c2F)cc1	-15.6	5.4	-8.2	10.6	17.8	-33.4	4.2	-0.2	-5.4
17	O=[N+]([O-])c1cc(C(F)(F)F)cc([N+](=O)[O-])c1NCCCN1CCOCC1	-0.3	0.4	5.7	-2.3	-11.2	5.4	4.8	1.0	2.6
18	CNC(=O)C1CCC(=O)N1Cc1ccc(C)cc1 (stereo unspecified)	-18.3	-3.7	5.6	3.5	3.9	9.3	4.4	-0.8	-3.9[fluorescence artefact?]
19	Clc1ccccc1Nc1c2c(nc3ncnn13)CCC2	-5.1	4.0	-28.4	3.3	-6.2	-2.3	5.4	1.6	2.0
20	COc1ccc(OC)c(NC(=O)C2CC(=O)n3ncnc3N2)c1 (stereo unspecified)	-2.0	-2.4	-14.6	0.0	-2.7	3.9	7.3	-0.5	-0.8
21	COc1ccc(NC(=O)Nc2cccc([N+](=O)[O-])c2)cc1Cl	9.0	3.8	7.6	-2.4	11.2	-16.9	5.8	-0.5	-0.8[fluorescence artefact?]
22	COc1cc(SC)ccc1C(=O)NCCN1CCOCC1	2.2	0.9	8.1	x	-17.3	17.0	0.7	-0.7	5.9
23	CCCCNc1cc(F)nc(N)n1	-9.6	1.4	-3.6	4.5	14.4	13.9	3.7	0.1	0.0
24	C/C(=N/N1CCN(c2ccccn2)CC1)c1ccc([N+](=O)[O-])cc1	-13.8	1.6	-9.7	-4.7	7.9	26.9	4.5	-0.1	2.6
25	O=C(CN1CCOCC1)Nc1ccccc1C(=O)O	-5.1	2.4	4.2	-1.4	9.9	-5.0&29.9	125.8*!	1.5	-6.1
26	COc1cc(/C=C2\CCCc3c2nc2ccccc2c3C(=O)O)cc(OC)c1O	8.6	3.2	-1.3	x	-5.3	-13.9	9.3	0.0	2.7
27	CCOC(=O)c1ccc(N=Nc2c(C)c(C#N)c(O)[nH]c2=O)cc1	-15.4	-3.5	-9.6	-2.7	-5.4	-13.9	5.3	-0.5	11.0
28	COc1ccc(N2CC(O)=C(c3nc4ccccc4s3)C2=N)c(OC)c1	-11.7	7.8	-5.8	5.7	2.8	-8.8	21.5	0.2	-5.6
29	CCOC(=O)N1CCC(NC(=O)c2ccc3c(c2)N(Cc2ccc(C)cc2)CCS3)CC1	-7.0	0.7	-5.3	0.0	-14.1	23.3	5.5	1.0	-11.1
30	COC(=O)c1ccccc1NC(=O)CCS(=O)(=O)c1ccc(Br)cc1	-23.6	-2.0	-2.5	2.7	-10.7	0.4	11.5	0.3	11.3
31	CCOC(=O)c1csc(NC(=O)CSc2nnnn2CC)n1	-13.8	2.7	-6.0	2.3	2.9	14.2	10.0	-2.4	x
32	Cc1ccc(C2=NN(C(=O)CN3C(=O)c4ccccc4S3(=O)=O)C(c3ccco3)C2)cc1 (stereo unspecified)	0.4	2.3	0.6	-2.3	-18.3	-3.1	5.2	-0.1	-5.0
33	CN(C(=O)CN(c1ccccc1)S(=O)(=O)c1ccc(F)cc1)C1CCS(=O)(=O)C1 (stereo unspecified)	-26.0	1.1	5.2	x	-33.8	6.7	12.1	2.5	-1.0
34	O=C(CSc1nc2scc(-c3ccccc3)c2c(=O)[nH]1)NC1CCCCC1	11.7	3.0	0.3	-5.3	-7.8	-0.2	2.5	-1.3	-2.0
35	O=C(C[N+]1(CC#Cc2ccccc2)CCCCC1)c1ccccc1	-11.2	4.0	1.8	2.8	-0.2	-2.6	10.8	1.4	-0.3
36	COc1cccc(C(=O)N2CCN(C(=O)Cc3ccccc3)CC2)c1	-18.8	4.0	0.0	3.7	6.1	-14.7	5.4	-0.8	0.4
37	Cc1cc(NC(=O)CSc2nc3cc(C(=O)NCCCOC(C)C)ccc3c(=O)n2Cc2ccco2)no1	2.8	1.0	-4.5	0.2	-9.3	-33.9	2.4	-2.1	1.7
38	CCCC(c1nnnn1Cc1cccs1)N1CCN(c2nc3ccccc3s2)CC1 (stereo unspecified)	-12.5	1.1	10.0	1.6	15.7	-16.6	21.3	7.6	2.3
39	Cc1ccc(S(=O)(=O)NC(C)C(c2cccs2)N2CCN(C)CC2)cc1 (stereo unspecified)	-6.0	0.8	-0.7	2.9	1.7	-4.1	8.7	-2.9	-6.8
40	Cc1ccc(C(O)CSc2nnc(-c3ccc4ccccc4c3)n2C)cc1 (stereo unspecified)	3.4	-0.1	-11.8	x	-12.0	-48.5	14.9	1.0	0.2
41	Cc1occc1-c1nc(-c2ccccn2)no1	-14.4	-13.8	31.0	0.9	4.9	-4.5	5.6	-0.3	1.8[fluorescence artefact?]
42	O=C(CSc1ncnc2ccccc12)Nc1ccc2c(c1)OCO2	0.3	2.0	-26.7	11.8	-5.9	11.7	3.8	-1.4	-1.1
43	COc1ccc(Sc2nnc(-c3ccccc3)cc2C#N)cc1	9.4	2.6	21.2	0.8	18.4	-8.3	9.6	-0.9	-2.5
44	CC1(c2ccccc2)CC2CC(c3ccccc3)N1O2 (stereo unspecified)	-39.5	-0.6	10.4	3.1	-11.7	33.6	5.0	0.6	6.1
45	CN(C)C(CNc1ncnc2sc3c(c12)CCCC3)c1ccco1 (stereo unspecified)	12.9	-0.2	-12.7	1.6	-7.4	-8.2	5.2	1.0	3.5
46	O=[N+]([O-])c1cccc2ccc(/C=C/c3ccc(Cl)cc3)nc12	0.5	-2.6	-8.7	5.9	5.5	-1.4	8.5	0.2	3.2
47	Cc1ccc2oc(=O)c3cnn(CC(=O)NC4CCN(Cc5ccccc5)CC4)c3c2c1	-3.0	-8.9	-15.8	3.1	-6.5	10.5	10.7	-2.0	-1.2
48	CCCc1nc2sc3c(c2c(=O)n1NC(=O)CCCl)CCCC3	16.4	8.3	-9.3	-5.2	6.2	-1.0	x	-0.8	6.9
49	O=C(CNCc1ccccc1Cl)Nc1ccccc1N1CCCCC1	-3.3	-3.8	-6.8	-0.9	-6.8	75.3*	2.3	0.6	0.4
50	Cc1ccc(N2C(=O)NC(NC(=O)C(C)(C)C)(C(F)(F)F)C2=O)cc1C (stereo unspecified)	-10.9	0.5	-2.9	0.0	-8.5	29.9	12.8	-0.3	6.0[fluorescence artefact?]

# (continued)
No.	Molecule	S1P4 antagonist	p97 ATPase inh	NPY1 pot ag	NPY-Y1 antag	NPY-Y2 PAM-ag	EP2 modulator	PGE2 EP2 inh	S1P4 agonist	eIF4E-4G inh
51	Clc1ccccc1CONc1ncnc2nonc12	-10.8	4.0	11.6	0.3	3.6	-6.0	9.3	0.8	6.5
52	Cc1c(NC(=O)C2CC(c3c(F)cccc3Cl)=NO2)c(=O)n(-c2ccccc2)n1C (stereo unspecified)	-8.4	-0.9	1.0	-2.9	0.8	7.6	12.0	-1.6	-6.3[fluorescence artefact?]
53	O=c1[nH]c(=O)n(CCOc2ccc(Cl)cc2)cc1Br	-0.8	5.1	-1.7	-1.3	0.6	-10.0	8.9	0.4	5.0[fluorescence artefact?]
54	CSc1n[nH]c(-c2ccc(C(F)(F)F)cc2)n1	2.6	-4.2	3.0	x	-4.6	-7.1	6.2	0.6	-0.9
55	O=C1N(Cc2cccc(Cl)c2)C[C@@H]2C[C@@H](c3c[nH]c4ccccc34)N3CCC[C@@]123	-10.8	2.3	15.9	-2.5	3.9	-9.3	2.6	0.1	-0.2
56	Cc1ccc(C)c(CSc2nc3ccncc3n2CC(=O)Nc2ccc(C)c(C)c2)c1	-3.6	2.5	-34.4	-3.1	1.9	10.2	12.7	1.5	-1.9
57	Cc1cc(C)n2nc(C(=O)OCC(=O)c3c[nH]c4ccccc34)nc2n1	-7.2	-2.9	3.7	-5.7	-0.9	-24.9	11.2	2.3	-0.8
58	CCOc1cc(/C=N/NC(=O)Cc2ccc(C(F)(F)F)cc2[N+](=O)[O-])c(Br)cc1OC	0.7	-3.4	-0.3	-1.6	-12.8	6.9	13.6	-0.4	-17.1
59	Cc1[nH]c2ccccc2c1SCC(=O)Nc1nccs1	-0.5	0.7	25.7	-2.1	18.1	-74.1	7.4	1.4	-1.0

# Source: PubChem
